GRP78 ERSR act – inducers of ER stress response in human glioma cells | Potency, µM, for inactives: at the highest dose activation, hits mostly activators | hit rate 0.02% among 420,000 | U87-MG GRP78 promoter luciferase reporter, 16 h; active means well fitted activation curve with a large enough effect; inconclusive means small, poorly fitted or top-dose-only effect; inactive means no such curve, though single readings can be large or run the other way; further: series mostly up to about 76 µM; % of control where 0% means no effect; nearly all actives have a fitted effect of over 35% in size
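Stably transfected U87-MG glioma cells carrying a GRP78-based luciferase sensor; 16 h compound incubation. Luminescence end-point read 10 min after Bright-Glo addition at room temperature.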
An asterisk follows results filed as active; u = inconclusive; & = joins results of further samples. Potency means the concentration at half of the fitted maximal effect.

SMILES | GRP78 ERSR act
CSCC[C@H](NC(=O)[C@H](Cc1c[nH]c2ccccc12)NC(=O)CNC(=O)[C@H](Cc1ccc(O)cc1)NC(=O)[C@H](C)NC(=O)[C@H](CCC(=O)O)NC(=O)[C@H](CCC(=O)O)NC(=O)[C@H](CCC(=O)O)NC(=O)[C@H](CCC(=O)O)NC(=O)[C@H](CCC(=O)O)NC(=O)[C@H](CC(C)C)NC(=O)[C@H](Cc1c[nH]c2ccccc12)NC(=O)[C@@H]1CCCN1C(=O)CNC(=O)[C@@H]1CCC(=O)N1)C(=O)N[C@@H](CC(=O)O)C(=O)N[C@@H](Cc1ccccc1)C(=O)NCC(=O)O | -6.7%
COC(=O)c1ccccc1-c1cc(C)cc2c1OC(CNC(=O)c1ccn(C)n1)C2 (centres undefined) | u
N#Cc1cccc(-c2nc(NCCN3CCOCC3)c3ccccc3n2)c1 | -0.7%
CN1C[C@H](C(=O)N[C@@]2(C)O[C@@]3(O)C4CCCN4C(=O)C(Cc4ccccc4)N3C2=O)C[C@H]2c3cccc4[nH]cc(c34)C[C@H]21 (some centres undefined) | -4.8%
COC(=O)C/C=C\[C@@H](C)[C@@H](/C=N\O[C@@H](C)CN1CCCCc2nc(C)c(C)cc21)NS(=O)(=O)c1ccc(C)cc1 | -4.1%
C=CCn1c(=O)c2c(nc(-c3ccccc3)n2C)n(C)c1=O | -4.3%
COc1cccc(Nc2ncc3nc(CCc4ccccc4)c(=O)n(C)c3n2)c1 | 4.4%
COC(=O)N1CCC2(CCCN(C(=O)Nc3ccccc3)C2)CC1 | 0.0%
COC(=O)N1CCC2(CCN(Cc3ccccc3OC)CC2)CC1 | -3.3%
Cc1cc(C(=O)Nc2ccccc2-c2nc(CNC(=O)c3cc4ccccc4cn3)c(C)o2)c(C)o1 | -1.9%
O=C(NCC1(N2CCOCC2)CCCC1)c1cnn(-c2nccc(-c3ccco3)n2)c1C1CC1 | -4.7%
O=C(CN1Cc2ccccc2OC(c2ccccc2)C1)N1CCCCC1c1cccnc1 (centres undefined) | 0.4%
CC(C)(C)c1ccc(C(=O)N2CCC(=O)N([C@H](COCc3ccc(Cl)cc3)Cc3ccccc3)CC2)cc1 | -3.9%
COc1ccccc1C1CN(CC(=O)N[C@H]2CCCCNC2=O)Cc2ccccc2O1 (some centres undefined) | -2.9%
Cc1cc(C)nc(-c2cccc3c2OC(CNC(=O)c2ccc(Cn4nc(C)cc4C)cc2)C3)n1 (centres undefined) | -3.0%
COc1ccc(C2/C=C\[C@H](O[Si](C)(C)C(C)(C)C)[C@H](C(C)C)CC(=O)N2Cc2ccccc2)cc1 (some centres undefined) | -3.1%
COC1[C@@H](OC)C[C@H](C)[C@@H](OC)C2=CC(=O)C=C(NC(=O)/C(C)=C/C=C\[C@H](OC)[C@@H](OC(N)=O)/C(C)=C/[C@@H]1C)C2=O (some centres undefined) | 6.0%
C[N+]1(CC2COC(c3ccccc3)(c3ccccc3)O2)CCCCC1 (centres undefined) | -2.5%
Cc1ncc2c(c1CNC(=O)/C=C/c1cccs1)CCN(C(=O)c1cc(C(C)C)on1)C2 | -2.7%
NC(=O)NNc1ccccc1 | -2.4%&-5.0%
CCOC(=O)OCC1OC(C#Cc2ccc(C(C)(C)C)cc2)C=CC1OC(=O)OCC (centres undefined) | -4.6%
CCOc1ccc(N=C(C)Nc2ccc(OCC)cc2)cc1 | -3.0%
Cc1cn([C@@H]2C[C@H](N=[N+]=N)[C@H](CO)O2)c(=O)[nH]c1=O | -3.5%
O=C(Oc1cccc2cccnc12)c1ccccc1 | -2.7%
COc1cccc(-c2nccc(NCc3cnc(C)cn3)n2)c1 | 2.6%
O=c1cnc2cnc(N3CCOCC3)nc2n1C[C@H]1CCCO1 | -3.1%
COc1ccccc1Oc1c(NS(=O)(=O)c2ccc(C(C)(C)C)cc2)nc(-c2ncccn2)nc1OCCO | -1.5%
COC(=O)N1CCC2(CC1)CCN(C(c1ccccc1)c1ccccc1)CC2 | -0.7%
O=C(CN1CCNCC1)NC1CCCCC1 | -2.3%
O=C(c1cccc(F)c1)N1CCC2(CC1)CN(Cc1ccccc1)C2 | -4.1%
c1ccc2c(c1)SCc1c-2[nH]c2ccccc12 | -8.6%
FC(F)(F)C(Cl)Br (centres undefined) | -0.9%
CCCC[C@H](NC(C)=O)C(=O)N[C@H]1CC(=O)NCCCC[C@@H](C(N)=O)NC(=O)[C@H](Cc2c[nH]c3ccccc23)NC(=O)[C@H](CCCN=C(N)N)NC(=O)[C@@H](Cc2ccccc2)NC(=O)[C@H](Cc2cnc[nH]2)NC1=O | -0.4%
Cc1cccc(C2=N[C@@H](CC(C)C)CO2)c1 | 2.8%
COc1ccc(O[C@H]2C=C[C@@H](c3ccccc3)O[C@H]2COC(=O)CC/C(C)=N\O[C@@H](C)CN2CCCc3nc(C)c(C)cc32)cc1 | -4.1%
NC(=S)NS(=O)(=O)c1ccc(N)cc1 | -5.2%
O=C(c1cnccn1)N1CCC2(CCN(Cc3nccs3)CC2)CC1 | -3.8%
CC(C)N1C[C@@H](Sc2ccccn2)C[C@H]1C(=O)Nc1ccc2c(c1)Nc1ccccc1CC2 | -0.8%
Cn1c(=O)c(-c2cccc(C#N)c2)nc2cnc(Oc3ccccc3)nc21 | -0.9%
N#Cc1cccc(NC(=O)N2CC3(CCN(C(=O)c4cnccn4)CC3)C2)c1 | -3.5%
COC(=O)NC(c1ccco1)C(C(C)=O)C(=O)OC (centres undefined) | -4.8%
COc1cccc(Cn2c(=O)cnc3cnc(N4CCN(C)CC4)nc32)c1 | -2.4%
O=C(Oc1ccccc1)N1CCC2(CC1)CN(c1ccncc1)C2 | -1.9%
COc1ccc(-c2oc3cc(OC)c(OC(C)=O)c(OC)c3c(=O)c2OC)cc1OC(C)=O | 0.0%
CN(C)c1ncc2nc(-c3cc(F)cc(F)c3)c(=O)n(C3CC3)c2n1 | -2.0%

Random excerpt: 3 records from the list, in no set order.
SMILES | GRP78 ERSR act
COc1ccc(O[C@H]2C=C[C@@H](c3ccccc3)O[C@H]2COC(=O)CC/C(C)=N\O[C@@H](C)CN2CCCc3nc(C)c(C)cc32)cc1 | -4.1%
COC(=O)NC(c1ccco1)C(C(C)=O)C(=O)OC (centres undefined) | -4.8%
COc1ccc(-c2oc3cc(OC)c(OC(C)=O)c(OC)c3c(=O)c2OC)cc1OC(C)=O | 0.0%

Next results follow.
SMILES | GRP78 ERSR act
C[C@@H]1CN(Cc2ccc3c(c2)CN(Cc2cccn2-c2cccnc2)CCO3)C[C@H](C)O1 | -4.7%
CC(=O)OC1CCC2(C)C3CC(=O)C4(C)C(CC5OC6(CCC(C)CO6)C(C)C54)C3CC[C@H]2C1 (some centres undefined) | -2.5%
CNC1C(OC2C(O[C@@H]3C(O)C(O)[C@@H](N=C(N)N)C(O)C3N=C(N)N)OC(C)[C@@]2(O)CO)OC(CO)C(O)C1O (some centres undefined) | -4.6%
CC1(C2CCN(Cc3c[nH]c4ccccc34)CC2)NC(=O)N(CCN2CCOCC2)C1=O (centres undefined) | -0.6%
COc1ccc2c(c1)OCC(Cc1ccc(O)c(OC)c1)C2=O (centres undefined) | -4.4%
Cn1c(=O)c(-c2cc(F)cc(F)c2)nc2cncnc21 | -3.3%
Cc1ncc2c(c1CNC(=O)c1cncs1)CCN(C(=O)c1ccc(C(F)(F)F)cc1)C2 | -5.8%
COC1C(O)CC(=O)OC(C)C/C=C/C=C/[C@@H](OC2CCC(N(C)C)C(C)O2)C(C)C[C@@H](CC=O)[C@@H]1O[C@H]1OC(C)[C@H](O[C@@H]2C[C@@](C)(O)C(O)C(C)O2)C(N(C)C)C1O (some centres undefined) | -3.6%
COC(=O)C1[C@@H](OC)C(OC(=O)COc2ccc(OC)cc2)C[C@@H]2CN3CCc4c([nH]c5cc(OC)ccc45)[C@H]3C[C@H]12 (some centres undefined) | -4.3%
N#CCCn1c(=O)c(CCc2ccccc2)nc2cnc(Oc3cccc(Cl)c3)nc21 | -3.7%
COC(=O)C1C2CC3c4[nH]c5cc(OC)ccc5c4CCN3CC2CC(OC)C1OC (centres undefined) | -3.0%
N[C@H](Cc1ccc(Cl)cc1)C(=O)O | -5.2%
COc1ccc(COC(=O)N/N=C2/C[C@@H](O)[C@@H](O)[C@@H]3[C@@H]4C(=O)N(c5cccc(Oc6ccccc6)c5)C(=O)[C@H]4CC[C@@H]23)cc1 | -3.3%
COc1ccc(-c2nc3cnc(Oc4ccccc4)nc3n(CCC#N)c2=O)cc1 | -0.9%
COCCn1c(=O)c(-c2ccc(F)cc2)nc2cnc(Oc3ccc(OC)cc3)nc21 | -4.0%

2 of the compounds above, as labelled records.
COC(=O)NC(c1ccco1)C(C(C)=O)C(=O)OC (centres undefined)
  GRP78 ERSR act: -4.8%
COc1cccc(Cn2c(=O)cnc3cnc(N4CCN(C)CC4)nc32)c1
  GRP78 ERSR act: -2.4%

The listing continues:
SMILES | GRP78 ERSR act
CO[C@]1(C)C[C@H]2O[C@]1(C)n1c3ccccc3c3c4c(c5c6ccccc6n2c5c31)C(=O)N(C)C4 | -1.6%
CCCCCCCCCCCCCCCCCC[N+](C)(C)CCC[Si](OC)(OC)OC | -4.6%
CCNc1ncc2nc(C)c(=O)n(C3CC3)c2n1 | -0.5%
Nc1ncnc2nc(Cl)[nH]c12 | -2.7%
O=C(O)c1ccccc1-c1c2ccc(=O)cc-2oc2cc(O)ccc12 | -2.0%&2.0%
Cc1ccccc1CN1CCc2nnc(C(C)NC(=O)C3CCN(C)CC3)n2CC1 (centres undefined) | -4.8%
COc1ccc(OC)c(-c2cc(Cl)c3c(c2)CC(CNC(=O)c2cnn4cccnc24)O3)c1 (centres undefined) | 1.3%
CC(C)NC(=O)N1CCC2(CC1)CCN(C(=O)c1cc(C(F)(F)F)cc(C(F)(F)F)c1)CC2 | 2.2%
O=C(c1cccc(F)c1)N1CCC2(CCCN(c3ccc(-c4ccccc4)cc3)C2)CC1 | -2.9%
CC(C)NC(=O)N1CCC2(CC1)CCN(S(C)(=O)=O)CC2 | -2.2%
COC(=O)C1=C(C)N(Cc2ccccc2)C2=C3C(=O)CCCC3[C@@](O)(C(=O)OC)C(=O)N2C1c1ccccc1 (some centres undefined) | -5.0%&-3.7%
CC#CCC(C)[C@H](O)/C=C/C1[C@H](O)C[C@@H]2C/C(=C\CCCC(=O)O)C[C@H]12 (some centres undefined) | -2.1%
CO/N=C(\C)CCN1CCCc2nc(C)c(C)cc21 | -5.5%
COCC(=O)N1CCC2(CC1)CCN(C(c1ccccc1)c1ccccc1)CC2 | -3.3%
CO[C@H]1C[C@@H]2C[C@H](O)C[C@@H](CC(=O)O[C@@H](/C=C\CC(C)C)C[C@@H]3CC[C@H](C)[C@@H](C1)O3)O2 | -3.0%
COc1ccc(/C=C/N(CCc2ccc(OC)c(OC)c2)C(C)=O)cc1 | -2.5%
O=S(=O)(O)c1cc(N=C=S)ccc1/C=C/c1ccc(N=C=S)cc1S(=O)(=O)O | -5.6%
Nc1nc2c([nH]c(=O)n2C2OC(CO)C(O)C2O)c(=O)[nH]1 (centres undefined) | -2.5%
CCCCCCCCCCCCCCCCCC(=O)OCC(C)O (centres undefined) | -6.1%
CC(C)CCCC(C)C1CCC2C3=CC[C@@H]4CC(O)CC[C@@]4(C)C3CC[C@]21C (some centres undefined) | -3.3%
CS(=O)(=O)N1CCC2(CC1)CN(C(c1ccccc1)c1ccccc1)C2 | 0.3%
COC(=O)CC1C(C)(C)C(=O)C2CC3=C4CC(=O)OC(c5ccoc5)[C@]4(C)CCC3[C@@]1(C)C2=O (some centres undefined) | -6.1%
CO[C@H]1COC(=O)[C@@H](C)COC(=O)[C@@H](Cc2ccccc2)NC(=O)C/C=C\[C@H]1C | -4.1%
COc1ccc2c(c1)CCc1cnc(-n3ncc(C(=O)NCC(C)(C)CN(C)C)c3C)nc1-2 | 2.0%
NCCC(=O)c1ccccc1N | -2.7%
CC[C@H](C)[C@H](NC(=O)[C@H](Cc1ccc(O)cc1)NC(=O)[C@@H](NC(=O)[C@H](CCCN=C(N)N)NC(=O)[C@@H](N)CC(=O)O)C(C)C)C(=O)N[C@@H](Cc1cnc[nH]1)C(=O)N1CCC[C@H]1C(=O)N[C@@H](Cc1ccccc1)C(=O)O | -0.6%
COC(=O)c1c(OCc2ccccn2)cc(=O)n2c1CCN(Cc1cccc(C(F)(F)F)c1)CC2 | 0.2%
COCC#Cc1ccc(C2NC(C(=O)O)CCC2C)cc1 (centres undefined) | -5.4%
c1csc(CNc2ccnc(-c3ccoc3)n2)c1 | 0.1%
CC(C)CN1CCCC2(CCN(S(=O)(=O)c3ccccc3)CC2)C1 | -2.6%

Look-ups from the results shown:
GRP78 ERSR act with CCCCCCCCCCCCCCCCCC(=O)OCC(C)O (centres undefined) stands at -6.1%
GRP78 ERSR act with CC(C)CN1CCCC2(CCN(S(=O)(=O)c3ccccc3)CC2)C1 stands at -2.6%
GRP78 ERSR act with COCC#Cc1ccc(C2NC(C(=O)O)CCC2C)cc1 (centres undefined) stands at -5.4%

Next section.
SMILES | GRP78 ERSR act
COc1cccc(C(=O)NCc2nc(-c3cccc(NC(=O)c4ccoc4C)c3)oc2C)c1 | -1.1%
O=C(Nc1cccc(F)c1)N1CC[C@@]2(CCCNC2)C1 | -4.6%
COc1cccc(CNC(=O)c2c(OC)cc(=O)n3c2CCN(C(=O)C2CC24CCCCC4)CC3)c1 (centres undefined) | -2.0%
Cc1cnc(SCC2CCCO2)nc1C1CCCN(C(=O)C2=NNC(=O)CC2)C1 (centres undefined) | -1.9%
C=C1C2CC[C@@]3(C)C(c4ccoc4)OC(=O)C[C@@]13OC1CC(=O)C(C)(C)C(CC(=O)OC)[C@]12C (some centres undefined) | -4.5%
O=c1cc(-c2ccc(O)c(O)c2)oc2cccc(O)c12 | -2.3%
COc1ccc(-n2c(=O)c(C)nc3cnc(N4CCOCC4)nc32)cc1 | -4.0%
C=C1CC/C=C(\C)CC[C@@H]2[C@@H]1CC2(C)C | -2.3%

From PubChem

The list is partial (hit frequency here may not be typical).
